Compound activity: PubChem BioAssay, several laboratories
OPRM1-OPRD1 ag – OPRM1-OPRD1 heterodimerization agonism; cells, luminescence; 340,000 tested, 0.3% active; AID 504326; activation, % at 9.3 µM; in the data active = activation above about 18%;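 also: 0% = vehicle-treated cells and 100% = reference agonist; values of inactives mirror those of a sister screen read the other way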
HTR5A inv ctr – inverse agonist of human HTR5A in OPRM1-OPRD1 counter-screen | HTR5A cell line, luminescence, inverse agonism | inhibition, % at 9.3 µM | 340,000 tested, 0.083% active | AID 504634; in the data active = inhibition mostly above about 23%, no sharp cut-off; inactive = mostly below about 18%;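 also: 0% = cells with DMSO and 100% = no-cell wells with DMSO; some compounds called inactive have numbers as strong as hits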
DAGLB inhibitor – diacylglycerol lipase beta (human) inhibition; Q8NCG7; HEK293T DAGLB membrane lysate, EnzChek fluorogenic substrate; inhibition, % at 5.17 µM; 340,000 tested, 0.059% active; in the data active = inhibition above about 34%;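 also: 0% = enzyme with vehicle and 100% = wells lacking enzyme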
PKA-R1A act – activators of PKA-R1A complex; P00514+P68181; PKA-R1A dissociation, Cy5-IP20 fluorescence polarization; scaled: DMSO 0%, 113 µM cGMP 100%; activation, % at 11.4 µM; 340,000 tested, 0.083% active; AID 504707;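 active = percent activation above the mean of all tested compounds plus 3 SD, cut at about 19% in these data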;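 also: higher means more PKAc released from R1A so a rise in polarization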
MOR-DOR inv ag – inverse agonist of human OPRM1-OPRD1 heterodimerization | P35372+P41143 | cell-based MOR-DOR heterodimer luminescence, inverse agonism | inhibition, % at 9.3 µM | 340,000 tested, 0.21% active; in the data active = inhibition above about 22%, passing the limit was not always enough;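 also: 0% = cells with DMSO and 100% = wells without cells with DMSO; values of inactives mirror those of a sister screen read the other way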
Arr AP2 block – human beta-arrestin and AP2 interaction inhibition | FITC-arrestin peptide / GST-AP2 beads, flow cytometry; AP2 beta2 appendage carries R879A mutation | inhibition, % at 10 µM | 340,000 tested, 0.31% active | AID 504490;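 active = inhibition above a set limit, near 3 SD of compounds lacking own fluorescence, cut at about 54% in these data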;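 also: plate controls were DMSO wells for no effect and 5 µM unlabelled arrestin peptide for full effect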
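System: GST-AP2 R879A glutathione beads. Medium: PBS with 0.05% Tween 20 and 0.1% BSA. Also added: FITC-arrestin peptide, 50 nM. Incubation: 12 min plus 1 h, RT. Measured by: high-throughput flow cytometry of beads, ex 488, em 535 nm. Evaluation: percent drop in bead-associated FITC signal.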
HTR5A ag ctr – HTR5A agonism, opioid heterodimer counter-screen | P47898 | HTR5A agonist assay, luminescence, cell-based | activation, % at 9.3 µM | 340,000 tested, 0.61% active; in the data active = activation mostly above about 9.5%, no sharp cut-off; inactive = mostly below about 7.6%;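 also: 0% = cells with vehicle only and 100% = reference agonist; strong numbers were not always called active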
V-ATPase pHluor – alters yeast V-ATPase proton transport. S. cerevisiae, pHLuorin cytosolic pH fluorescence. response, % at 10 µM. 350,000 tested, 0.37% active. AID 504577; in the data active = response mostly above about 7.3%, no sharp cut-off; inactive = mostly below about 5.4%; also: actives read high; inactives centre near 0; some compounds called inactive have numbers as strong as hits; reference of the scale not given here
PKA-R2B act – activates the human PKA-R2B holoenzyme complex; P22694+P31323; PKA-R2B holoenzyme dissociation, Cy5-IP20 fluorescence polarization; R2B truncated from residue 108, S112A mutant; 0% DMSO only, 100% 113 µM cGMP; activation, % at 11.4 µM; 340,000 tested, 0.079% active;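 active = activation above a cutoff set at the mean over all compounds plus 3 SD, cut at about 18% in these data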;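 also: higher means more holoenzyme dissociation and a rise in polarization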
DSG3 Ab inh – human desmoglein-3 autoantibody binding inhibition; P32926; DSG3-coupled beads, scFv-anti-DSG3-GFP binding, flow cytometry; hits give low values; binding (percent of control), % at 10 µM; 310,000 tested, 0.48% active;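 active = binding more than 3 SD below its plate's average and above zero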;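 also: hits lower antibody fragment binding to DSG3; some compounds called inactive have numbers as strong as hits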
Target sequence (P32926 whole entry, looked up, the tested form may be a part): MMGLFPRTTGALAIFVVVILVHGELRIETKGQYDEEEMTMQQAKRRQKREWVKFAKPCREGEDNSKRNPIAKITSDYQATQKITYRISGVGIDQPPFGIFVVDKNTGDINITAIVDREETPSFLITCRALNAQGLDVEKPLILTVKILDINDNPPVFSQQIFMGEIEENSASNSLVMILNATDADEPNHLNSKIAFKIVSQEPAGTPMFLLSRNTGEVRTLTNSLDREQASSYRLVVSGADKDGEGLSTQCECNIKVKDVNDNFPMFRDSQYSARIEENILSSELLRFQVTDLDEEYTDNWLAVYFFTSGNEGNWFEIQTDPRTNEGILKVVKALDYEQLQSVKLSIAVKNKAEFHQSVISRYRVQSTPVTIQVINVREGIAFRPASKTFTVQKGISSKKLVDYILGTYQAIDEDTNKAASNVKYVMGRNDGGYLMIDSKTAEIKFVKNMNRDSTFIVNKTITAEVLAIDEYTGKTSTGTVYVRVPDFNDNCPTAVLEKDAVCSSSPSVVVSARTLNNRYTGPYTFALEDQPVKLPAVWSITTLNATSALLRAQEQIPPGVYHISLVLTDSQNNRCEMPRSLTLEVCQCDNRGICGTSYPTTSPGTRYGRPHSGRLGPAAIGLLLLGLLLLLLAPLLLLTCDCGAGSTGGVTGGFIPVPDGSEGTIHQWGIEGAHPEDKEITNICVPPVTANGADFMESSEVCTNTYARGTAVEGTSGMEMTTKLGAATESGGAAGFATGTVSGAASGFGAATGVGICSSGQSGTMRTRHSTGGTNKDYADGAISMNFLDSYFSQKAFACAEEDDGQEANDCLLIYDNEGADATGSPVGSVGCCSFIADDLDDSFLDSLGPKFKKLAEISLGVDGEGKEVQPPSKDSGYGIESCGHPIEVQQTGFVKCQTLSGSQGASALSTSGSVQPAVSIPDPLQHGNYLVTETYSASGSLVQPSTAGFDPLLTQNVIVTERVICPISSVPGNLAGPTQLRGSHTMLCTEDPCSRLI
* = called active by the depositor; . = no result given.

SMILES	OPRM1-OPRD1 ag	HTR5A inv ctr	DAGLB inhibitor	PKA-R1A act	MOR-DOR inv ag	Arr AP2 block	HTR5A ag ctr	V-ATPase pHluor	PKA-R2B act	DSG3 Ab inh
O=c1[nH]c(=O)n(C2OC(CO)C(O)C2O)cc1F (configuration not stated)	-2.5	-22	-1	8	11	-31	6	1	-2	86
COc1cc2[nH]c(=O)n(CCC(=O)N3CCN(c4cccc(C)c4C)CC3)c(=O)c2cc1OC	0.2	-14	-3	-3	-1	28	-1	-2	3	.
COc1ccc2c(c1)OC(c1ccccc1)(C(F)(F)F)NC2=O (configuration not stated)	0.3	10	0	4	-2	1	-4	1	-6	93
Oc1ccc(/C=N/Nc2ccnc3cc(Cl)ccc23)c(O)c1O	2.4	2	13	1	-13	29	-1	-4	0	93*
O=C(COC(=O)C1COc2ccccc2O1)Nc1ccc2c(c1)CCC2 (configuration not stated)	1.6	9	-5	6	-9	2	-3	0	-2	103
O=S(=O)(NC1=NCCCCC1)c1ccc(F)cc1F	-0.7	-4	0	-9	3	-30	1	3	-9	.
CN1C(=O)C(C)(C)c2cc(S(=O)(=O)N3CCN(c4ccccc4F)CC3)ccc21	-0.4	-16	0	6	2	-4	-1	0	-2	93
Cc1ccc2c(C)c(C(=O)NCC3CCOCC3)oc2c1C	.	.	0	-1	.	.	.	-1	-1	103
CCCCCn1c(CN2CCN(C(=O)c3ccco3)CC2)nc2c1c(=O)n(C)c(=O)n2C	-1.8	-2	-1	-5	10	15	2	2	-6	87
C=CCn1c(=NC(=O)c2cc(-c3cccs3)nc3ccccc23)sc2cc(S(N)(=O)=O)ccc21	-2.8	-6	3	-11	17	6	2	-1	-7	91
COc1cccc(C2NC(=O)c3sc(=S)n(-c4ccccc4)c3N2)c1 (configuration not stated)	-0.8	-9	3	4	4	0	-2	0	-1	104
CC(=O)N1CN(Cc2ccccn2)Cc2c1sc1c2CCCC1	-2.2	-4	0	-6	11	8	2	-1	2	103
COc1ccc(N2CCN(C(=O)NC(=O)c3ccccc3)CC2)cc1	-0.3	-13	-1	-14	1	-1	4	2	-11	128
Brc1cnc2ccccc2c1N1CCCCC1	5.5	-10	-3	1	-28	-4	4	1	-11	110
Cc1ccc(S(=O)(=O)NC(CC(=O)NCc2ccco2)c2ccco2)cc1 (configuration not stated)	-0.5	21	1	-6	2	-5	3	2	-4	102
Cc1cc(C(=O)COC(=O)c2ccc(O)cc2)c(C)n1CC1CCCO1 (configuration not stated)	-1.5	6	1	2	8	-6	-3	-3	-13	104
CN(C(=O)COC(=O)c1cnc(Cl)c(Cl)c1)C1CCCCC1	-4.7	-9	2	2	25	5	3	-1	1	94
CC(C)N(C(=O)[C@H]1C[C@H](CC(=O)NCCc2ccccn2)C(=O)N2CCc3c([nH]c4cc(CCC(=O)N(C)C)ccc34)[C@]12C)C(C)C	-3.4	-3	-1	2	17	11	1	-1	4	99
CCN(CC)CCCN1C(=O)c2oc3ccccc3c(=O)c2C1c1cccnc1 (configuration not stated)	-1.7	-18	4	-2	10	5	-3	-1	-17	101
Cc1ccc(C)c(N/N=C2\CCCNC2=O)c1	-0.6	18	2	-9	3	8	4	1	-6	.
OC1CCN(c2cc(-c3ccccc3)nc3cc(-c4ccc(F)cc4)nn23)CC1	-1.8	-3	-1	-4	9	-6	1	0	2	94
COC(=O)c1cn(C(=O)c2ccco2)c2ccccc12	0.3	3	3	-9	-1	-2	2	-2	-10	.
CCOC(=O)CNc1nc(Cl)nc(NC(C)(C)C)n1	-0.7	8	-1	-1	3	20	1	1	-1	94
O=C(Cc1ccc([N+](=O)[O-])cc1)Nc1ccc(Cl)cc1	5.1	1	0	-9	-25	-1	-2	0	-2	106
COc1ccc(COc2cc(-c3cccc(OC)c3)nc3ccc(NC(=O)c4ccccc4)cc23)cc1	-3.0	-6	0	-7	17	-4	3	-4	10	97
CCCc1nc(SC)[nH]c(=O)c1C	-2.6	-7	0	2	14	3	-3	5	-10	115
CC(/C=C/c1ccccc1)=N/NC(=O)C(O)c1ccccc1 (configuration not stated)	-0.4	4	-2	-10	3	5	2	3	6	82
CC1=CN2CC(O)CN=C2C=C1 (configuration not stated)	-2.8	1	-3	-1	15	3	-3	5	-5	99
Cn1c(Cl)c(C(=O)Nc2ccc(Cl)cc2)c2ccccc21	-0.9	1	-1	-4	5	3	0	1	4	.
COc1ccc(N2CCN(c3ccc(NC(=O)c4ccc5c(c4)OCO5)cc3C#N)CC2)cc1	0.3	17	-2	0	-1	6	6	0	3	99
COC(=O)Cc1ccc(OC(=O)C2CCN(S(=O)(=O)c3ccc(OC)c(OC)c3)CC2)cc1	1.2	17	-2	-9	-5	-11	-7	1	1	.
CC(C)(C)NC(=O)COc1ccc(CNCc2ccccn2)cc1	-0.1	1	1	-2	1	29	-2	-2	1	111
Cc1ccc(/C=C/c2nc3ccccc3c(=O)n2CCc2ccccc2)cc1	-0.3	-21	-6	-5	2	0	6	3	-3	103
CCOC(=O)CN1CC23C=CC(O2)C(C(=O)NCc2ccc(C)cc2)C3C1=O (configuration not stated)	0.1	-20	0	-10	0	-4	1	-2	7	106
Cc1ccccc1CN1CCc2c(OCC(=O)N3CCCCC3)cccc2C1=O	-0.5	3	2	-15	3	34	-4	5	-6	106
COC(=O)/C=c1/s/c(=C(/C#N)C(=O)NCc2ccccc2)n(-c2ccccc2)c1=O	2.1	-29	2	-4	-12	-6	4	0	-4	.
COc1cc(S(=O)(=O)N(Cc2ccco2)C2CCCC2)ccc1-n1cnnn1	-1.5	15	-4	-4	9	-9	4	-2	3	102
CC(NC(=O)c1cccc(S(=O)(=O)N2CCN(Cc3ccccc3)CC2)c1)c1ccccc1Cl (configuration not stated)	-0.5	2	0	-7	2	-3	-1	-2	7	115
COCCCC1CCN(C(=O)C2CCC(=O)N(Cc3ccccc3F)C2)CC1 (configuration not stated)	-2.4	-9	-1	1	13	-7	-1	5	-4	108
CCCC1(c2ccccc2)NC(=O)N(CC(=O)Nc2ccc3c(c2)OCCO3)C1=O (configuration not stated)	-0.2	-3	-1	-1	1	65*	0	-1	-1	101

Compound profiles, as listed above. Order of screens: OPRM1-OPRD1 ag | HTR5A inv ctr | DAGLB inhibitor | PKA-R1A act | MOR-DOR inv ag | Arr AP2 block | HTR5A ag ctr | V-ATPase pHluor | PKA-R2B act | DSG3 Ab inh
`COC(=O)c1cn(C(=O)c2ccco2)c2ccccc12` is listed as 0.3 | 3 | 3 | -9 | -1 | -2 | 2 | -2 | -10 | .
`Cc1ccc2c(C)c(C(=O)NCC3CCOCC3)oc2c1C` is listed as . | . | 0 | -1 | . | . | . | -1 | -1 | 103
`CC(=O)N1CN(Cc2ccccn2)Cc2c1sc1c2CCCC1` is listed as -2.2 | -4 | 0 | -6 | 11 | 8 | 2 | -1 | 2 | 103
`COc1cc2[nH]c(=O)n(CCC(=O)N3CCN(c4cccc(C)c4C)CC3)c(=O)c2cc1OC` is listed as 0.2 | -14 | -3 | -3 | -1 | 28 | -1 | -2 | 3 | .

(continued)
SMILES	OPRM1-OPRD1 ag	HTR5A inv ctr	DAGLB inhibitor	PKA-R1A act	MOR-DOR inv ag	Arr AP2 block	HTR5A ag ctr	V-ATPase pHluor	PKA-R2B act	DSG3 Ab inh
COc1cc2ccc(=O)oc2cc1OCC(O)C(C)(C)O (configuration not stated)	-2.2	23	0	-13	11	-1	7	-1	-8	104
COc1ccc(N2Cc3ccccc3C2)cc1Cl	1.3	-7	2	-12	-8	2	2	0	-6	101
COc1cc(C=O)c(-c2c(C=O)cc(OC)c3c2OCO3)c2c1OCO2	-1.0	-5	-2	-18	5	6	1	-1	-6	119
CCOC(=O)c1nc(C)nc(Sc2n[nH]c(-c3ccc(C(C)(C)C)cc3)n2)c1C	-2.5	-2	-2	-4	13	-2	-4	3	-4	105
Cc1cc(OCC(=O)NC(Cc2c[nH]c3ccc(O)cc23)C(=O)O)c2c(C)c(C)c(=O)oc2c1 (configuration not stated)	-2.1	-39	3	-15	12	10	-1	0	-5	96
CC1CCC(N(CCCN)Cc2ccco2)CC1C (configuration not stated)	-0.3	-1	1	-1	2	0	0	1	-1	103
COc1ccc(CC(=O)Nc2cccc(C(=O)Nc3ccccc3C(=O)O)c2)cc1OC	-0.3	4	3	-4	1	-1	2	-1	-9	94
Cc1ccccc1CN1CCNC(=O)C1CC(=O)NCCC1=CCCCC1 (configuration not stated)	1.5	4	1	-3	-8	-3	7	1	2	.
c1ccc(N2CCCCC2)c(Nc2nc3ccccc3n3cnnc23)c1	-1.1	-21	-2	-1	6	-16	7	1	-9	101
COc1ccc(-c2cc(COc3ccccc3)on2)cc1	-1.6	-4	-29	-2	9	28	2	2	-10	98
Cc1cccc(N(CC(=O)N2CCCCCC2)S(C)(=O)=O)c1	-2.8	-16	-1	1	14	5	4	2	-9	117
Cc1ccc(CSc2ncnc3c2cnn3Cc2ccccc2)cc1	-2.0	-13	-5	-4	9	2	5	-5	-2	97
CCc1cc(-c2nnn(CCC3COCCO3)c2C(C)(C)O)ccc1-c1cn(CCc2c[nH]c3ccccc23)nn1 (configuration not stated)	.	.	1	-4	.	.	.	-1	-2	.
O=C(NCc1ccco1)c1ccc(N2CCOCC2)c([N+](=O)[O-])c1	-1.9	3	1	9	10	5	-1	6	8	105
O=C(O)COc1ccccc1/C=N/NC(=O)CSc1nc2ccccc2n1Cc1ccc(Cl)cc1	-2.6	-5	9	2	14	-14	2	2	-3	99
COc1ccc(OC)c(S(=O)(=O)NCCc2cn3ccsc3n2)c1	1.6	2	1	-7	-9	-7	6	-8	-14	121
CCOC(=O)c1ccc(Nc2ncnc3nc[nH]c23)cc1	-0.5	-20	0	-9	3	1	5	3	-4	105
Cc1ccc(NC(=O)COC(=O)c2cccc(N3C(=O)c4ccccc4C3=O)c2)cc1	1.2	-4	0	-11	-7	-12	1	-1	4	93
COc1ccc(-n2cc([N+](=O)[O-])c(=O)c3ccc(Cl)cc32)cc1	-1.8	2	-3	6	9	43	4	-2	-3	105
CCCCn1c(C)csc1=Nc1cccnc1	2.2	8	-1	4	-11	-7	6	1	-14	125
CNC(=O)Nc1cccc(NC(=O)NC)n1	-2.4	-19	1	-10	14	0	1	1	-9	104
CCCN(CCC)CCNC(=O)Cn1cc2c(n1)-c1c(oc(C(=O)N3CCCC3)c1C)CC2	.	.	-1	7	.	.	.	2	2	101
O=C(CCn1c(=O)[nH]c2ccccc2c1=O)N1CCN(c2cccc(C(F)(F)F)c2)CC1	5.0	7	7	-7	-29	4	0	5	2	107
COc1ccc(OC)c(Nc2ncnc3sc(-c4ccccc4)cc23)c1	-1.6	15	-18	-15	8	7	8	-1	5	.
CC1CC(C)CN(C(=O)COC(=O)/C=C/c2ccco2)C1 (configuration not stated)	-1.7	-21	-2	2	7	45	8	4	-4	97
O=C(NCc1ccccc1C(F)(F)F)C1CCC(=O)N(C2CC2)C1 (configuration not stated)	-0.7	2	1	-4	3	-2	-1	1	-3	119
CCOC(=O)Cc1ccc(NCc2ccc(Cl)cc2)cc1	4.0	-3	-4	-8	-19	24	1	5	-11	.
COCCN1CC(C(=O)NCc2ccccc2-n2ccnc2C)CCC1=O (configuration not stated)	-1.8	8	-2	-6	10	5	-1	8	-5	106
